Screening results deposited in PubChem by several laboratories.
S1P2 antag = blocks the human S1P2 receptor; O95136; cell-based S1P2 antagonist assay, inhibition at 5 uM; inhibition, % at 5 µM; actives 0.21% (n = 97,000); AID 736; in the data active = inhibition above about 45%;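 note: CRE beta-lactamase reporter cells expressing human S1P2 stimulated with S1P; 0% = agonist at EC80 alone and 100% = agonist plus reference antagonist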
Target sequence (O95136 whole entry, looked up): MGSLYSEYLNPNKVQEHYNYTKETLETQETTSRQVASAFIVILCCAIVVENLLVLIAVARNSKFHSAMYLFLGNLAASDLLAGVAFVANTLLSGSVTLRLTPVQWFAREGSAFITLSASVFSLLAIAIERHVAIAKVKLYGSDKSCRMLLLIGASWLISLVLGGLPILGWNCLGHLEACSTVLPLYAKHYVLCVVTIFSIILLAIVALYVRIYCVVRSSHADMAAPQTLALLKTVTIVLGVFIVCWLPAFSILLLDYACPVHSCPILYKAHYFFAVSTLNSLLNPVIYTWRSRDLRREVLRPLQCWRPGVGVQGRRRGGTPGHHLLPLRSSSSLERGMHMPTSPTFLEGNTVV
PostGolgi yeast = growth inhibition of a yeast mutant, post-Golgi transport screen; inhibition, % at 10 µM; post-Golgi transport phenotypic cell assay; actives 0.9% (n = 98,000);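 note: yeast cells grown in 1536-well plates; yeast grown about 18 h at 30C before absorbance read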
sEH inh = inhibitors of human soluble epoxide hydrolase; P34913; recombinant human sEH enzymatic activity assay; inhibition, % at 2 µM; actives 0.34% (n = 91,000); AID 707; in the data active = inhibition above about 80%; note: values of inactives mirror those of a sister screen read the other way; many of its hits are not listed in these tables
CYP2C19 inh = blocks human cytochrome P450 2C19 | actives 21% (n = 96,000) | AID 778 | inhibition, % at 5 µM | CYP2C19 Supersomes, luciferin-H EGE luminescence, 30 min;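 active = CYP2C19 inhibition above a set limit at 5 µM in the primary screen, cut at about 50% in these data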;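 note: plate controls were negative control wells for no effect and 2.5 mM tranylcypromine positive control for full effect; values of inactives mirror those of a sister screen read the other way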
Target sequence (P33261 whole entry, looked up): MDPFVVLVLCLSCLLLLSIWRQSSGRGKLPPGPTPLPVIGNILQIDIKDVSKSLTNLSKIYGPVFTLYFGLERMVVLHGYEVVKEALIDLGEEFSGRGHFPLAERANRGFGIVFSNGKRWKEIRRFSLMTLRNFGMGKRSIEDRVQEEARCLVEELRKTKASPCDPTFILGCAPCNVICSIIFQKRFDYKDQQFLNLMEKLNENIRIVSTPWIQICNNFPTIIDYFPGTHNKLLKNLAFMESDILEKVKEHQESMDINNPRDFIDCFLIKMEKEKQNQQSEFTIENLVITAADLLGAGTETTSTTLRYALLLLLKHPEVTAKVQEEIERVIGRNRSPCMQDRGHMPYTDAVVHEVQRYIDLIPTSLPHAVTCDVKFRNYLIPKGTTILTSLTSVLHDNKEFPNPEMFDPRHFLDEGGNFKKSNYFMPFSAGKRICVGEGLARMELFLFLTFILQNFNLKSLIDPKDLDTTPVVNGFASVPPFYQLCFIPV
CYP2C19 act = activators of human cytochrome P450 2C19; P33261; recombinant CYP2C19, luciferin-H EGE luminescence; stronger effect = higher value; 0 = fully inhibited enzyme, 1 = untreated enzyme; activation factor at 5 µM; 96,000 tested, under 10 active; AID 1025;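 active = activation factor of at least 2 at 5 µM in the primary screen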;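 note: 0 = wells with 2.5 mM tranylcypromine and 1 = vehicle-only wells; values of inactives mirror those of a sister screen read the other way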
sEH act = increases human soluble epoxide hydrolase activity | actives 0.04% (n = 91,000) | activation, % at 2 µM | purified human sEH enzymatic activity, activator screen | P34913 | AID 717; in the data active = activation above about 37%; note: values of inactives mirror those of a sister screen read the other way
S1P2 ag = agonists of human S1P2 receptor; AID 729; actives 0.46% (n = 97,000); S1P2-expressing cell line, agonist reporter read-out; O95136; activation, % at 4.5 µM; in the data active = activation above about 16%;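 note: 0% = vehicle low control and 100% = maximal reference agonist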
PostGolgi ctrl = inhibits growth of the yeast control strain. inhibition, % at 10 µM. efflux-deficient yeast background strain, growth absorbance A615, 16 h. actives 5% (n = 98,000)
DAT uptake mod = modulates human dopamine transporter uptake under cocaine; Q01959; LLC-PK1 hDAT cells, [14C]-dopamine uptake with cocaine IC80; actives deviate in either direction; B-score at 10 µM; actives 1.3% (n = 110,000); AID 449768;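 active = Z score or B-score, a plate-position-corrected score, falls beyond the plate's 99.7% confidence bounds, in either direction; inactive = both scores lie inside the 99.7% bounds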;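 note: scored against the spread of the other compound wells on the same plate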
* marks the source's active call; other numbers are inactive results; . = no result given. Cut-off read from the data, not from the text of the source, unless noted: active = inhibition above about 30%; inactive = the rest. Not a hit list. About 24% of those tested had a hit in this group.

entry	SMILES	S1P2 antag	PostGolgi yeast	sEH inh	CYP2C19 inh	CYP2C19 act
1	CC(=O)Nc1cccc(/C(C)=N/NC(=O)c2ccccc2Cl)c1	7.4	-0.5	7.7	10.9	0.9
2	O=C(CSc1nc2ccccc2s1)N1CCOCC1	21.1	-4.0	3.0	78.3*	0.2
3	CCC(=O)Nc1nnc(-c2ccncc2)s1	7.4	-0.4	8.1	75.3*	0.2
4	O=C(CSc1nc2cc(Cl)ccc2o1)c1cccs1	.	1.6	.	57.6*	0.4
5	CCOC(=O)C1=C(C)Nc2ccccc2N=C1NC(=O)CCCN1C(=O)c2ccccc2C1=O	17.9	2.7	12.6	-12.3	1.1
6	Cc1ccc(-n2cc(C(=O)c3ccc(F)cc3)nn2)cc1Cl	3.7	-16.1	4.5	28.2	0.7
7	O=C1C2C3C=CC(C3)C2C(=O)N1c1cccc(N2C(=O)C3C4C=CC(C4)C3C2=O)n1 (centres undefined)	4.2	-2.7	-1.7	0.9	1
8	COC(=O)CSc1nnc(-c2cccc(NC(=O)c3ccc(C)cc3)c2)n1C	27.0	3.3	8.0	39.4	0.6
9	Cc1ccc(N(CC(=O)Nc2cccc(N(C)S(C)(=O)=O)c2)S(C)(=O)=O)cc1	-3.0	0.3	-26.3	3.0	1
10	CNC(=O)c1nn(-c2ccc(Cl)cc2)ccc1=O	8.6	6.3	-6.3	-12.6	1.1

entry	sEH act	S1P2 ag	PostGolgi ctrl	DAT uptake mod
1	-5.8	-2.2	5.8	1.12
2	-7.1	-5.4	4.4	-0.133
3	-8.4	-5.3	2.9	0.414
4	.	.	2.8	-0.0429
5	-11.9	-6.9	4.5	-1.2
6	-3.6	-2.8	-0.8	.
7	3.2	0.4	15.9	1.74
8	-7.0	-1.2	10.8	-0.229
9	24.6	-4.0	0.8	-0.189
10	8.6	-4.1	2.2	0.112

Continued:
entry	SMILES	S1P2 antag	PostGolgi yeast	sEH inh	CYP2C19 inh	CYP2C19 act
11	COC(=O)c1c(N)c(C#N)c2n1CCCCC2	-2.7	18.1	-25.3	76.0*	0.2
12	CC1=CC(C)(C)N2C(=O)C3(C(C#N)=C(N)OC4=C3C(=O)CC(C)(C)C4)c3c(C)c(C)cc1c32 (centres undefined)	-7.2	-3.5	-18.3	8.3	0.9
13	O=[N+]([O-])c1cc(-c2ccc(/C=N/c3nc4ccccn4c3-c3ccco3)o2)ccc1Cl	0.9	10.5	-7.1	-1.7	1
14	CN(C)CCCNC(=O)c1ccc(CN(c2ccccc2)S(C)(=O)=O)cc1	.	-13.3	.	20.9	0.8
15	CCOC(=O)c1sc(NC(=O)CSc2nnnn2-c2ccc(C)cc2)c(C(=O)OCC)c1C	6.6	-7.4	-4.3	48.2	0.5
16	C[n+]1cnn2c1SCC1(COC1)C2	14.8	-10.2	-14.3	-0.4	1
17	Nc1nnc(-c2ccc(F)cc2)s1	9.7	1.8	-0.5	6.2	0.9
18	CC(C)(C)c1nc2ccccc2[nH]1	-9.6	6.3	-5.5	2.7	1
19	O=C1CCc2cc(S(=O)(=O)N3CCN(Cc4ccc5c(c4)OCO5)CC3)ccc2N1	7.4	0.9	7.7	11.9	0.9
20	CCOC(=O)c1ccc(Oc2nc(NC)nc(Nc3ccccc3)n2)cc1	-48.4	8.9	-15.1	24.3	0.8

entry	sEH act	S1P2 ag	PostGolgi ctrl	DAT uptake mod
11	23.4	-4.7	14.3	-0.774
12	16.2	3.3	3.0	1.02
13	6.2	-3.8	1.2	0.0729
14	.	.	-2.5	-1.17
15	2.3	-10.4	-6.7	-0.627
16	11.3	-5.5	8.2	-0.733
17	2.2	-7.1	16.2	-0.434
18	3.7	1.4	22.1	-1.61
19	-9.6	-6.8	1.5	0.911
20	16.7	2.7	15.0	-1.1

(cont.)
entry	SMILES	S1P2 antag	PostGolgi yeast	sEH inh	CYP2C19 inh	CYP2C19 act
21	COc1ccc(CNc2nc3nc(C)cc(C)n3n2)cc1OC	-22.7	1.4	.	-2.0	1
22	c1ccc(-c2nnc(-c3ccco3)o2)cc1	-0.8	-33.3	4.4	50.5*	0.5
23	COc1ccc(NC(=O)CCCN2C(=O)CCC2=O)cc1Cl	-8.2	3.1	2.5	-16.5	1.2
24	CC(=O)Nc1ccccc1NS(=O)(=O)c1ccc(Cl)cc1	-20.2	36.4*	-10.8	90.6*	0.1
25	C(=N\n1cnnc1)/C1CCCCC1	18.6	-1.4	.	28.8	0.7
26	COc1cc(NC(=O)c2ccco2)c(OC)cc1NC(=O)Nc1ccc(Cl)cc1	14.1	-8.8	.	10.2	0.9
27	CN(CC(=O)Nc1nc2ccccc2s1)S(=O)(=O)c1ccc(Br)cc1	3.0	-4.7	9.5	16.3	0.8
28	CCCS(=O)(=O)N1CCN(C(=O)c2cccnc2)CC1	.	-7.0	.	-8.9	1.1
29	NC(=O)c1cccc2c3c([nH]c12)CCCC3	-1.9	7.4	34.2	6.5	0.9
30	CC(=O)/C(=C/Nc1ccc(Oc2ccccc2)cc1)c1ccccc1	-8.8	-15.5	5.4	67.9*	0.3

entry	sEH act	S1P2 ag	PostGolgi ctrl	DAT uptake mod
21	.	-3.2	4.0	1.27
22	-1.5	-13.6	7.3	-1.11
23	0.1	-5.3	3.3	-0.336
24	9.3	-1.7	4.6	0.436
25	.	-2.5	-7.3	-0.65
26	.	-6.5	-2.8	0.654
27	-8.6	-0.1	4.1	0.0567
28	.	.	-1.1	-0.108
29	-34.0	-3.2	11.1	0.0961
30	-3.3	-4.4	1.5	1.03

More records:
entry	SMILES	S1P2 antag	PostGolgi yeast	sEH inh	CYP2C19 inh	CYP2C19 act
31	Cc1ccccc1Cn1cc(NC(=O)c2cc3nc(-c4ccco4)cc(C(F)(F)F)n3n2)cn1	28.0	-0.5	-0.4	39.5	0.6
32	CS(=O)(=O)c1ccc(Cl)c(S(=O)(=O)NCc2ccccc2)c1	1.8	9.4	-6.7	17.1	0.8
33	O=C(NCC1CCCO1)c1ccccc1-c1nc(-c2ccc(Cl)cc2)no1 (centres undefined)	11.0	5.0	-2.4	9.9	0.9
34	CCOC(=O)c1ccc2nc(C)c3c(c2c1)OC(C)C3 (centres undefined)	12.1	-4.7	-7.0	12.7	0.9
35	O=C(C1CC(c2ccc(F)cc2)=NO1)N1CCN(Cc2ccccc2)CC1 (centres undefined)	3.9	7.5	-12.1	22.2	0.8
36	O=C(Cn1nnc(-c2ccccc2F)n1)Nc1cccc2ncccc12	13.6	5.3	5.2	62.8*	0.4
37	Cc1noc(NS(=O)(=O)c2ccc(NC(=O)c3ccc(Br)o3)cc2)c1C	16.6	3.6	-10.0	-1.5	1
38	O=S(=O)(NCc1csc(-c2cccnc2)n1)c1ccc2c(c1)OCCO2	9.7	20.9	.	57.1*	0.4
39	Cc1cc(NC(=O)CSc2nnc(-c3ccoc3C)n2N)no1	-14.4	0.0	21.3	7.4	0.9
40	CCn1c(COc2ccccc2)nnc1SCC(=O)Nc1ccc2c(c1)OCCO2	-8.8	1.0	-4.8	18.3	0.8

entry	sEH act	S1P2 ag	PostGolgi ctrl	DAT uptake mod
31	1.6	-8.2	2.4	0.524
32	4.7	-1.2	8.0	-1.09
33	-3.0	-4.8	1.5	-1.1
34	6.2	-6.2	8.2	0.174
35	9.2	-4.4	11.3	-0.223
36	-1.4	-5.0	15.6	0.189
37	9.2	-2.3	-4.6	0.193
38	.	-2.8	0.5	-0.364
39	-20.8	-10.0	-5.3	-0.303
40	4.9	-4.2	25.2	-0.296

Next part:
entry	SMILES	S1P2 antag	PostGolgi yeast	sEH inh	CYP2C19 inh	CYP2C19 act
41	CC(C)(C)n1nnnc1C(c1cccs1)N1CCCC2(CCCCC2)C1 (centres undefined)	-8.6	-6.6	-9.1	.	.
42	O=c1c2ccccc2nc(-c2ccco2)n1-c1nc2ccccc2s1	-3.3	0.8	2.1	10.5	0.9
43	CC(CCc1ccccc1)NC(=O)c1nnc(Cc2ccc(Cl)cc2)o1 (centres undefined)	14.1	-5.4	9.9	15.8	0.8
44	Cc1nn(-c2ccc(C(=O)O)cc2)c(=O)c2ccccc12	-18.3	3.8	10.9	4.1	1
45	O=C(OCc1ccc(Cl)cc1)c1cnccn1	-14.6	7.6	-13.2	41.7	0.6
46	CCOC(=O)C1=C(O)/C(=C\c2cccc(OC)c2)N=C1C	4.3	-3.6	7.1	65.4*	0.3
47	COc1ccc(OC)c(C(=O)CSc2nnc(-c3cccs3)o2)c1	-16.4	-9.8	9.8	54.9*	0.5
48	CCn1c(-c2cc(-c3cccc(OC)c3)nc3ccccc23)n[nH]c1=S	-7.4	-15.8	-9.0	-10.8	1.1
49	N#Cc1cc2c(nc1SCc1cccnc1)CCC2	20.9	6.5	1.2	86.6*	0.1
50	O=C1CCC(=O)N1OCCCOc1ccc2c(c1)CCC2	-13.9	-6.7	4.0	6.2	0.9

entry	sEH act	S1P2 ag	PostGolgi ctrl	DAT uptake mod
41	9.1	-1.6	5.8	-0.0305
42	1.4	-4.2	16.2	0.364
43	-8.4	-3.9	10.0	-0.0806
44	-9.1	-3.1	13.6	-0.128
45	14.0	-0.1	-4.5	-0.47
46	-7.0	-0.5	-1.7	-0.153
47	-10.2	-7.0	11.2	1.35
48	11.0	-3.1	10.2	-0.383
49	1.8	-9.1	3.8	-0.142
50	-1.1	-0.3	14.8	-0.0539

Record cards (already shown). Order of values: S1P2 antag, PostGolgi yeast, sEH inh, CYP2C19 inh, CYP2C19 act, sEH act, S1P2 ag, PostGolgi ctrl, DAT uptake mod
Cc1nn(-c2ccc(C(=O)O)cc2)c(=O)c2ccccc12 in the list: -18.3, 3.8, 10.9, 4.1, 1, -9.1, -3.1, 13.6, -0.128
O=c1c2ccccc2nc(-c2ccco2)n1-c1nc2ccccc2s1 in the list: -3.3, 0.8, 2.1, 10.5, 0.9, 1.4, -4.2, 16.2, 0.364
CCn1c(-c2cc(-c3cccc(OC)c3)nc3ccccc23)n[nH]c1=S in the list: -7.4, -15.8, -9.0, -10.8, 1.1, 11.0, -3.1, 10.2, -0.383
CCOC(=O)C1=C(O)/C(=C\c2cccc(OC)c2)N=C1C in the list: 4.3, -3.6, 7.1, 65.4*, 0.3, -7.0, -0.5, -1.7, -0.153

Further results follow.
entry	SMILES	S1P2 antag	PostGolgi yeast	sEH inh	CYP2C19 inh	CYP2C19 act
51	CC(=O)Nc1ccc(-c2nnc(SCc3c(C)cc(C)cc3C)n2C)cc1	2.3	-11.2	-6.9	2.1	1
52	CCCCN1C(=O)N(C)C2NC(=O)NC21 (centres undefined)	-6.2	-0.3	5.9	13.2	0.9
53	COc1ccc(C2CC(C(F)(F)F)n3nc(CO)c(Cl)c3N2)cc1OC (centres undefined)	-5.0	-6.0	23.9	77.3*	0.2
54	Cc1ccc2c(C)nc(NC3=NCN(C(C)C)CN3)nc2c1	4.5	.	10.9	.	.
55	CNC(=O)CC(C(=O)O)c1ccc(OC(C)C)cc1 (centres undefined)	-6.9	-4.1	2.0	3.9	1
56	CCCCN(C)CCn1c(=S)[nH]c2ccc(N3CCOCC3)cc2c1=O	.	0.5	.	-13.9	1.1
57	C=CCn1c(SCc2c(C)noc2C)nc2ccccc2c1=O	-29.7	-5.2	-14.6	95.1*	0
58	COC(=O)c1cc(Br)c(=O)n(-c2ccccc2OC)c1	26.7	14.9	7.6	14.2	0.9
59	CCCc1c(O)nc(SCc2ccccc2)[nH]c1=O	-12.3	5.6	8.5	-17.3	1.2
60	COc1ccc(CNn2c(C)nc3ccccc3c2=O)cc1	22.8	7.0	0.6	96.3*	0
61	CCOC(=O)C1=C(CSc2nccn2C)NC(=O)NC1c1cc(C)ccc1C (centres undefined)	-10.4	-11.2	-11.2	46.5	0.5

entry	sEH act	S1P2 ag	PostGolgi ctrl	DAT uptake mod
51	9.2	-1.6	0.7	0.685
52	-3.1	-8.4	3.8	-0.731
53	-23.7	-2.3	-0.4	-0.897
54	-10.8	-5.5	.	.
55	-0.5	0.3	9.0	0.307
56	.	.	-9.9	0.158
57	14.5	1.0	15.9	-0.498
58	-6.5	12.0	11.3	0.366
59	-8.9	0.0	5.2	-1.01
60	0.1	-7.9	11.8	0.045
61	14.8	-3.9	9.5	-0.718
